# Screening data deposited in PubChem BioAssay by several laboratories.
# HTR5A ag ctr: activates human HTR5A in OPRM1-OPRD1 agonist counter-screen; HTR5A agonist assay, luminescence, cell-based; activation, % at 9.3 µM; hit rate 0.61% among 340,000; AID 504692; in the data active means activation mostly above about 9.5%, no sharp cut-off; inactive means mostly below about 7.6%;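 further: 0% = cells with vehicle only and 100% = reference agonist; strong numbers were not always called active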
# Target sequence (P47898 whole entry, looked up): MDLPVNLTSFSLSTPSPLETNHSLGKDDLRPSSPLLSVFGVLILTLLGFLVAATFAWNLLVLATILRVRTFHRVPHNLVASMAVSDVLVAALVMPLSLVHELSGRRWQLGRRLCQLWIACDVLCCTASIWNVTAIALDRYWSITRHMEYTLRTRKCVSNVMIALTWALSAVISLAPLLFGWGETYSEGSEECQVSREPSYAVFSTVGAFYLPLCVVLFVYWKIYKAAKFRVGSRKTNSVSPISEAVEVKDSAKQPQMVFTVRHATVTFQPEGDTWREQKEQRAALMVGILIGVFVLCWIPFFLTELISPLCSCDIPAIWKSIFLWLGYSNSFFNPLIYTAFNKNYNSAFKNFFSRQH
# AddAB inh: less growth of phage-infected E. coli with AddAB. E. coli expressing H. pylori AddAB, absorbance growth. inhibition, % at 11.9 µM. hit rate 0.29% among 330,000; in the data active means inhibition above about 12%;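 further: 0% = vehicle wells of infected cells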
# PKA-R1A act: activators of PKA-R1A complex; P00514+P68181; PKA-R1A dissociation, Cy5-IP20 fluorescence polarization; scaled: DMSO 0%, 113 µM cGMP 100%; activation, % at 11.4 µM; hit rate 0.083% among 340,000;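 active means percent activation above the mean of all tested compounds plus 3 SD, cut at about 19% in these data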;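 further: higher means more PKAc released from R1A so a rise in polarization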
# Ecoli viability: reduces bacterial viability in AddAB counter-screen; E. coli V3065 growth, OD600 absorbance, 18 h; hit rate 0.27% among 330,000; inhibition, % at 11.9 µM; AID 449728;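 active means inhibition above the campaign's mean inhibition across all tested compounds plus 3 SD, cut at about 9.9% in these data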;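 further: uninfected addAB+ strain grown without phage in ampicillin broth; 0% = DMSO wells and 100% = ciprofloxacin 0.95 µg/ml wells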
# HTR5A inv ctr: HTR5A inverse agonism, opioid heterodimer counter-screen; P47898; HTR5A cell line, luminescence; inhibition, % at 9.3 µM; hit rate 0.083% among 340,000; in the data active means inhibition mostly above about 23%, no sharp cut-off; inactive means mostly below about 18%;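 further: 0% = cells with DMSO and 100% = no-cell wells with DMSO; some compounds called inactive have numbers as strong as hits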
# DAGLB inh: blocks human DAGLB lipase activity | AID 504411 | Q8NCG7 | HEK293T DAGLB membrane lysate, EnzChek fluorogenic substrate | inhibition, % at 5.17 µM | hit rate 0.059% among 340,000; in the data active means inhibition above about 34%;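 further: 0% = enzyme with vehicle and 100% = wells lacking enzyme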
# Target sequence (Q8NCG7 whole entry, looked up): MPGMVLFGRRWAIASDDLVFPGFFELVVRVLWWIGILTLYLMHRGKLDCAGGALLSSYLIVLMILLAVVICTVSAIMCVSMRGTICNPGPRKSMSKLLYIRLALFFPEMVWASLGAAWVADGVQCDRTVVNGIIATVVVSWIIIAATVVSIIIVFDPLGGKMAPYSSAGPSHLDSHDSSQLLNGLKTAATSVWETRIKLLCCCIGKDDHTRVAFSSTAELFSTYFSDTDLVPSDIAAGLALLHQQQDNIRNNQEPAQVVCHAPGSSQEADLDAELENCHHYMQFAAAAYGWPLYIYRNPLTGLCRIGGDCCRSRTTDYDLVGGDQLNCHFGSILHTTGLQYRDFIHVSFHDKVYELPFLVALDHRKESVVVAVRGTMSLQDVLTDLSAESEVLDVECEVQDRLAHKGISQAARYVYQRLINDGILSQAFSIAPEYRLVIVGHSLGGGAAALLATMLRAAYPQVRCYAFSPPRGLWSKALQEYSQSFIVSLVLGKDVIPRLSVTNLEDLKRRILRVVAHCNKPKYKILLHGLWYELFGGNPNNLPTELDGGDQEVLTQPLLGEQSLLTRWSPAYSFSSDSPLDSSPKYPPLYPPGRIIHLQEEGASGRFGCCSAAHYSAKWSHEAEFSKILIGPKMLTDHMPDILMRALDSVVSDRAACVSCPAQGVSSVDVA
# Mot1-301 SUMO: SUMOylation pathway inhibition by Mot1-301 growth rescue; AID 2716; S. cerevisiae Mot1-301 growth rescue, ATP luminescence, 38.5C; percent above DMSO median, 100 means doubled; growth rescue, % at 18.8 µM; hit rate 1% among 320,000;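 active means every valid replicate shows activation above 250% relative to neutral control wells; inactive means the rest, any valid replicate at or below 250%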;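 further: OY570 slx delta 5 strain wells were the positive control but not used for scaling; some compounds called inactive have numbers as strong as hits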
# phage Ecoli inh: E. coli growth loss with phage present; inhibition, % at 11.9 µM; growth absorbance; hit rate 0.26% among 360,000; AID 651602; in the data active means inhibition above about 11%
# PKA-R2B activ: PKA-R2B complex activation. P22694+P31323. PKA-R2B holoenzyme dissociation, Cy5-IP20 fluorescence polarization; R2B truncated from residue 108, S112A mutant; 0% DMSO only, 100% 113 µM cGMP. activation, % at 11.4 µM. hit rate 0.079% among 340,000;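 active means activation above a cutoff set at the mean over all compounds plus 3 SD, cut at about 18% in these data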;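 further: higher means more holoenzyme dissociation and a rise in polarization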
# CDK5 p35 inh: inhibitors of human CDK5/p35 kinase | Q00535+Q15078 | Recombinant CDK5/p35, ADP-Glo luminescence, 60 min | inhibition, % at 10 µM | hit rate 0.01% among 330,000;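 active means highest replicate inhibition of at least 50% and at least 75% of replicates reaching 50%; inconclusive means only one of the two criteria met; inactive means both criteria failed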;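 further: plate controls were DMSO neutral control for no effect and GW8510 at 10 µM for full effect; many of its hits are not listed in these tables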
# Tat transport: inhibitors of E. coli Tat protein transport; inhibition, % at 10 µM; hit rate 0.036% among 340,000; E. coli MC4100 TorA-mCherry Tat export, fluorescence;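 active means mean replicate inhibition at least 50% and at least half of replicates individually reaching 50%; inconclusive means only one of the two criteria met; inactive means neither criterion met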;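 further: exported cargo escapes ClpAP degradation while cytoplasmic cargo is degraded and loses fluorescence; 0% = median of neutral control wells and 100% = median of NaSCN control wells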
# * = called active by the depositor; ? = inconclusive; · = not tested or not shown.
SMILES,HTR5A ag ctr,AddAB inh,PKA-R1A act,Ecoli viability,HTR5A inv ctr,DAGLB inh,Mot1-301 SUMO,phage Ecoli inh,PKA-R2B activ,CDK5 p35 inh,Tat transport
Cc1cc2ncn(S(=O)(=O)N3CCCCC3)c2cc1C,4,4.0,2,2.2,13,-1,4,0.8,-3,-0.5,4
Nc1nc(OCC2CCCCC2)c2[nH]cnc2n1,0,1.6,-13,0.5,0,1,1,4.6,1,·,2
O=C1CCC(C(=O)N(Cc2ccco2)C2(C(=O)NC3CCCC3)CCCCC2)N1 (stereo not drawn),-1,1.9,-19,0.2,2,0,-14,·,0,0.9,0
COCCNC(=O)c1ccc(C)c(S(=O)(=O)Nc2ccc(C)cc2)c1,-1,0.0,5,1.0,0,1,7,3.9,-4,0.5,-2
Cc1ccc(C(C)C)c(OCC(=O)c2c(O)c3ccccc3oc2=O)c1,7,-1.6,7,0.9,13,1,1,3.6,6,0.5,3
CC(C)(C)NC(=O)NC(=O)CSc1ccc(S(=O)(=O)N2CCOCC2)cn1,-1,-1.6,2,-1.9,2,0,-12,3.2,-5,0.2,?
Cc1nc(SCC(=O)NCc2ccc(F)cc2)c2c(=O)n(C)c(=O)n(C)c2n1,3,-2.0,3,-1.8,-8,-1,-22,2.1,11,-1.9,2
CC1(C(=O)O)CCC(C(=O)Nc2ccc(OC(F)(F)Cl)cc2)C1(C)C (stereo not drawn),-2,5.3,-5,0.5,9,-3,159,7.2,-1,-0.7,-2
COc1cc2c(C(=O)N3CCN(C)CC3)c(C)oc2cc1Br,4,3.1,7,-1.9,-2,-1,-13,3.3,-15,0.9,-6
Cc1nn(-c2ccccc2)c2c1C(O)n1c(nc3ccccc31)S2 (stereo not drawn),1,-1.7,-8,-2.0,-3,-6,13,-0.3,-8,0.5,-1
O=C(NCCc1ccc(F)cc1)c1cc2ccccc2oc1=O,-2,1.9,-18,-0.4,5,-1,204,1.1,-19,-1.8,-6
CCCCn1c(N)c(N(CCOC)C(=O)c2ccc(Br)o2)c(=O)[nH]c1=O,3,0.0,3,-0.4,-9,0,5,2.7,-15,2.2,-5
Oc1c(Cl)cc(Cl)cc1/C=N/c1nccs1,0,-3.5,-2,0.1,2,6,107,5.0,2,0.3,2
CC(=O)c1ccc(N2Cc3ccccc3C2=NC(=O)c2cccs2)cc1,-3,1.8,-9,-0.3,0,0,-4,1.0,4,0.1,14
CC(=O)N1N=C(c2cccc(Cl)c2)OC1c1ccc(C(C)C)cc1 (stereo not drawn),-1,-0.5,-1,-1.0,2,0,10,1.7,2,-0.1,-7
COc1cccc(OCC(=O)O)c1,-1,-0.3,-9,-1.6,2,-1,12,-0.2,15,0.9,-3
Cc1ccc(S(=O)(=O)N2CCN(C(=O)C(C)Cn3cncn3)CC2)cc1C (stereo not drawn),6,1.4,11,-1.6,-23,-1,11,0.1,-6,-1.3,-4
Cc1cc2c(NCc3ccccc3)ncnc2s1,0,-0.9,-6,0.6,-12,-3,15,2.9,2,0.3,1
CC1CN(S(=O)(=O)c2cccc(C(=O)N(C)C3CCN(C)CC3)c2)CC(C)O1 (stereo not drawn),0,1.2,4,4.4,14,4,5,0.8,-1,0.5,-11
COc1cccc(C(=O)N2c3cc(C)ccc3OCC2C(C)(C)C)c1 (stereo not drawn),-5,-1.2,6,0.9,19,-6,1,4.0,3,0.0,4
Cc1ccc(-c2nc(-c3ccncc3)no2)c(C)c1,7,4.0,-4,-2.3,-20,-12,34,-1.4,-1,-0.5,-5
Cn1cnc2cc(NC(=O)COc3ccccc3)ccc21,5,2.6,3,-1.5,-25,-2,-9,2.7,8,-0.2,17
COc1ccc(NC(=O)C2CCCN(C(=O)Nc3ccc(F)cc3)C2)cc1 (stereo not drawn),0,2.1,10,0.4,1,-1,4,0.9,-2,-2.1,5
COc1cccc(-c2sc3ccc(OC)cc3c2C#CCCO)c1,4,0.6,-7,-1.8,-22,-8,-12,3.2,2,-1.0,-2
COc1ccc(-c2[nH]ncc2CN2CCN(c3ccc(F)cc3)CC2)cc1,-3,2.3,-8,0.1,0,-1,7,-2.1,7,2.5,-2
CCOC(=O)c1ccc(Nc2nc(C)nc3c2nnn3Cc2ccccc2)cc1,8.5*,-3.3,2,-3.0,-29,-1,7,-2.3,4,-1.1,-3
C/C(CCc1ccc2c(c1)OCO2)=N\N=C1\NC(=O)CC(C(=O)Nc2ccccc2)S1 (stereo not drawn),2,2.0,-3,0.3,-18,2,0,2.1,-8,0.0,0
COc1ccc(CNCCc2ccc(Cl)cc2)cc1OCc1ccccc1,5,5.5,0,-1.3,-16,0,-10,·,-2,0.4,-7
CC(C)CNc1c(N)n(CC(C)C)c(=O)[nH]c1=O,-2,·,5,·,4,3,·,3.4,0,-1.3,-5
CC(C)(C)N(CC#CCC(O)(c1ccccc1)C1CCCC1)CCO (stereo not drawn),-3,0.3,-4,0.2,-5,1,-6,4.2,-6,-2.5,-4
COc1ccc(C2/C=C\CN(C(=O)NC34CC5CC(CC(C5)C3)C4)CC(=O)N2Cc2ccc(F)cc2)cc1 (stereo not drawn),9,5.7,-5,-1.4,-25,8,-14,3.6,-6,-0.1,11
Cc1ccc(NC(=O)CCC(=O)N2CCC(C)CC2)c([N+](=O)[O-])c1,6,0.6,9,0.2,-10,-3,0,-0.9,2,-0.7,-11
Cc1ccc(C(=O)NC2(O)C(=O)c3ccccc3C2=O)cc1C,3,-3.6,-3,-1.2,-13,-10,13,-0.8,4,-2.3,-7
CCn1c(=N)n(CC(=O)c2ccco2)c2ccccc21,2,2.8,-1,-3.2,-6,-2,-6,3.7,8,-1.5,5
CCn1c(COc2ccc(C)cc2)nnc1SCC(=O)NNC(=O)c1ccc(OC)cc1,-1,1.6,0,1.0,2,-4,-8,3.9,0,-3.0,-10
O/N=C/c1ccc(-c2ccccc2OC(F)(F)F)o1,2,1.7,-6,-0.4,-6,-7,-4,0.5,2,0.1,9
NS(=O)(=O)c1ccc(CCNC(=O)CN2CCC(Cc3ccccc3)CC2)cc1,-2,-1.4,-6,-2.2,0,1,-4,0.7,7,-0.1,-2
CCCCC1=NN2C(=N)CC(=O)N=C2S1,5,2.3,-3,-0.2,13,7,271,2.3,5,-2.5,-2
Cc1c(C#N)c2ccccc2n1CC(=O)NC(C)c1ccccc1 (stereo not drawn),-2,-0.4,-7,-0.7,-19,-4,-1,-0.2,-3,-1.3,2
CCCCn1c(N)c(N(CC(C)C)C(=O)C2CC(=O)N(CCc3ccccc3)C2)c(=O)[nH]c1=O (stereo not drawn),-4,5.1,-10,0.4,10,0,-2,1.2,-1,-4.4,1
NNC(=O)c1ccc(CSc2nc3ccccc3s2)cc1,12,2.3,-12,-0.4,-11,-10,-5,3.4,-11,1.2,1
CN(C)S(=O)(=O)c1ccc(N2CCCC2)c(C(=O)OCC(=O)NC2(C#N)CCCCC2)c1,-2,1.6,-11,0.8,-16,0,0,·,-8,2.3,-15
CCOC(=O)CSC1=C(C#N)C(=O)NC2(CCCCC2)S1,2,0.8,-5,-1.9,1,-3,22,1.7,5,0.2,1
COc1cccc(OC)c1C(=O)NC(=O)Nc1c(F)c(F)c(F)c(F)c1F,-1,-1.0,-4,0.4,-1,-2,3,0.9,-3,-0.6,7
Oc1ccc(C(=S)N2CCN(c3cccc(Cl)c3)CC2)cc1,8,-1.6,2,2.7,3,-3,-6,3.1,2,1.1,-7
O=C(NCc1cccc(Cl)c1)c1ccc2nc[nH]c2c1,1,3.8,-9,1.2,-5,1,-6,2.1,-3,4.1,3
CCn1c(C(=O)O)c(S(=O)(=O)c2ccc(Cl)cc2)c2ccccc21,-1,·,-5,·,2,6,-18,0.4,-3,0.2,13
CC(C(=O)Nc1ccccc1Cl)N(c1ccccc1)S(C)(=O)=O (stereo not drawn),-4,3.6,1,-0.3,10,-2,71,3.0,3,-0.9,-1
Cc1cc(C)n2nc(SCCOc3ccccc3F)nc2n1,-3,0.7,-10,0.4,8,-1,0,2.5,2,0.1,1
Cc1occc1C(=O)OCC(=O)Nc1ccc(F)cc1,5,4.2,-4,1.1,-13,-3,·,3.1,9,-2.1,-20
CCc1ccc2c(c1)C1(NN=C(c3ccccc3)S1)C(=O)N2 (stereo not drawn),5,-4.7,-6,-3.0,-23,28,35,-2.7,-2,0.1,-5
COCCNC(=O)c1ccc(NS(=O)(=O)c2cc(C)ccc2C)cc1,0,-0.6,-7,-3.5,-10,-2,-22,2.8,-4,0.2,-1
COc1cc2c(cc1OC)C(c1cccc(F)c1)CC(=O)N2 (stereo not drawn),0,1.7,5,-2.5,1,-1,-1,2.0,5,-2.9,?
O=C(N/N=C/c1ccc(F)cc1)c1c(O)c2ccccc2[nH]c1=O,3,2.1,8,0.7,-10,-1,12,4.5,-4,-1.5,-8
COc1cc(NC(=O)c2ccc(Br)o2)ccc1NC(=O)c1ccccc1Cl,1,2.3,4,1.4,-10,-2,-6,0.8,5,-2.7,2
O=C(O)CCc1ccc(-c2ccc(Cl)cc2)n1CC(=O)Nc1ccccc1,2,0.2,-10,2.2,-7,6,242,3.7,6,-0.2,9
Cc1nnc(SCC(=O)NC23CC4CC(CC(C4)C2)C3)s1,-1,2.6,-6,3.0,4,2,10,-2.9,-3,1.2,4
Cc1cccc(OCCCC(=O)Nc2nnc(C3CCCO3)s2)c1C (stereo not drawn),4,0.1,-12,-1.5,-16,-1,29,0.2,-12,-1.1,2
N=c1oc2ccc([N+](=O)[O-])cc2cc1C(=O)NCc1ccccc1,2,0.2,-6,-2.5,-7,5,-3,0.2,-5,-0.3,-9
CC(=O)Nc1cc(C(=O)N(C)Cc2ccco2)ccc1Sc1ccc(Cl)cc1,2,1.9,-2,-1.9,-8,-2,1,5.3,-8,-1.5,-10
# Later entries:
SMILES,HTR5A ag ctr,AddAB inh,PKA-R1A act,Ecoli viability,HTR5A inv ctr,DAGLB inh,Mot1-301 SUMO,phage Ecoli inh,PKA-R2B activ,CDK5 p35 inh,Tat transport
Cc1cc(C)c(S(C)(=O)=O)c(=O)[nH]1,2,2.4,7,1.3,-6,1,-16,4.0,-4,1.7,14
[O-]/[N+](=C\c1ccc(OC(F)F)cc1)c1ccccc1,-3,2.8,6,0.1,8,1,·,2.0,-6,-0.6,-1
N#Cc1ccc(Oc2ccc(S(=O)(=O)N3CCCC3)cn2)cc1,-3,-0.1,-2,3.1,8,1,3,1.5,-6,-1.5,1
O=C(CCNc1ccc(Cl)cc1)c1cccs1,-5,1.2,-4,0.7,12,-2,30,2.8,1,-2.4,-1
Cn1c(CSCc2ccc(Cl)cc2)nnc1SCC(=O)Nc1nc2ccccc2s1,0,1.4,-6,1.9,-1,0,-12,2.8,0,0.3,-2

# Profiles as entered above. Values in the order: HTR5A ag ctr	AddAB inh	PKA-R1A act	Ecoli viability	HTR5A inv ctr	DAGLB inh	Mot1-301 SUMO	phage Ecoli inh	PKA-R2B activ	CDK5 p35 inh	Tat transport
# Entry for Cn1c(CSCc2ccc(Cl)cc2)nnc1SCC(=O)Nc1nc2ccccc2s1 = 0	1.4	-6	1.9	-1	0	-12	2.8	0	0.3	-2
# Entry for Cc1cc(C)c(S(C)(=O)=O)c(=O)[nH]1 = 2	2.4	7	1.3	-6	1	-16	4.0	-4	1.7	14
